# NR2E3 ag-1 = activates human NR2E3 receptor. Q9Y5X4. CHO-S Gal4-NCOR/VP16-NR2E3 two-hybrid, luciferase. inhibition of corepressor binding, % at 3.98 µM. actives 0.35% (n = 360,000). AID 602229;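 active = inhibition above the mean of all tested compounds plus 3 SD, cut at about 70% in these data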;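 also: 0% = DMSO with NR2E3 transfected cells and 100% = cells lacking NR2E3 construct; higher means lower luciferase signal from less NR2E3 corepressor binding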
# Target sequence (Q9Y5X4 whole entry, looked up, the tested form may be a part): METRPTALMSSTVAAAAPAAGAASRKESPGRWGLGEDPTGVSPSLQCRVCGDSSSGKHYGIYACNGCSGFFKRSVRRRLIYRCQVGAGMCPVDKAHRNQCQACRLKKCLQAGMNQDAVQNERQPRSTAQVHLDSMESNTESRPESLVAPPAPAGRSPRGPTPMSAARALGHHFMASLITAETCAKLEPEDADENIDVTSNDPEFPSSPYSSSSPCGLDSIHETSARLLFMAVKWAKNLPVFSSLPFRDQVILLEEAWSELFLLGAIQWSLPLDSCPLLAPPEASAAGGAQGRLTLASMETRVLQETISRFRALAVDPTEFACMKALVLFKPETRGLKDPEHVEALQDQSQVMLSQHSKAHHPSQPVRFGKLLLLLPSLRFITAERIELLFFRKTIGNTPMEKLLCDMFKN
# Peg3 promoter = reduces Peg3 promoter-driven luciferase expression in HeLa; inhibition, % at 20 µM; HeLa PEG-Prom luciferase reporter, luminescence, overnight; actives 1.7% (n = 360,000); AID 588405;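 active = inhibition of at least 50% at 20 µM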
# CF NFkB inh = inhibitors of cystic fibrosis induced NF-kB; actives 0.86% (n = 360,000); KKLEB NF-kB-GFP reporter, PAF-induced, GFP fluorescence overnight; inhibition, % at 5 µM;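 active = at least 50% inhibition at 5 µM, scaled per plate between neutral and stimulator controls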;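 also: PAF is a Pseudomonas aeruginosa culture filtrate used as stimulus; plate controls were PAF-stimulated DMSO wells for no effect and unstimulated DMSO wells for full effect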
# HIF-2a inh = HIF-2a inhibition; 786-0 RCC cells HIF-2a reporter, luciferase luminescence, overnight; inhibition, % at 18.8 µM; actives 0.72% (n = 360,000); AID 624352;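 active = inhibition of the luminescence signal of 40% or more relative to plate controls, in a single-dose primary screen at 18.75 µM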
# hiPSC survival = hiPSC single-cell survival enhancement | AID 602274 | survival enhancement, % at 20 µM | actives 0.044% (n = 360,000) | ATPlite luminescence; 100% = ROCK inhibitor wells, 0% = DMSO; in the data active = survival enhancement above about 18%;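 also: cells exposed to compounds for 16 hours before the ATP read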
# TWEAK-Fn14 inh = blocks TWEAK-Fn14 interaction in a reporter cell assay; inhibition, % at 10 µM; actives 2% (n = 360,000); TWEAK-stimulated Fn14 reporter cells, luciferase luminescence, 8 h; in the data active = inhibition above about 50%
# NR2E3 ag-2 = activates human photoreceptor nuclear receptor NR2E3. Q9Y5X4. GST-NR2E3/biotin-RetCOR TR-FRET, 1536-well. inhibition of corepressor binding, % at 4.78 µM. actives 0.12% (n = 320,000). AID 2300;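 active = percent inhibition above the cutoff of mean plus 3 SD of all tested compounds, set per screening campaign, cut at about 20% in these data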;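 also: 0% = DMSO wells and 100% = biotin wells as full block of FRET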
#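 Material – GST-tagged NR2E3 plus biotinylated RetCOR corepressor · Quantity – NR2E3 fusion 1.35 nM · Times – 5 h incubation at 4 °C · Medium – pH 7.5 Tris-based buffer · Technique – TR-FRET, Eu(K)-anti-GST donor, streptavidin-D2 acceptor, ex 340, em 617/671 nm · Benchmarks – high control biotin, low control 0.6% DMSO · Format – 1536-well plates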
# KKLEB cytotox = reduces viability of KKLEB cystic fibrosis airway cells | actives 0.36% (n = 360,000) | activity change (cytotoxicity), % at 5 µM | KKLEB CF airway cells viability, ATPlite luminescence, overnight; active compounds read low; cells stimulated with P. aeruginosa culture filtrate;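 active = corrected activity change at or below -50% at 5 µM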
# aDG glyco up = alpha-DG glycosylation activation | actives 0.22% (n = 360,000) | activation, % at 10 µM | Pro5-aDG cells, alpha-DG glycosylation AlphaScreen (IIH6); 0% Pro5, 100% B10-LARGE cell signal;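 active = activation of at least 8% versus controls, or a plate z-score of at least 8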;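 also: Pro5 are CHO cells carrying HIG-tagged alpha-DG that lacks glycosylation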
# MITF TRPM1 inh = inhibitors of MITF-driven TRPM1 promoter in melanoma cells; SK-MEL-5 TRPM1 promoter luciferase, 24 h; actives 0.83% (n = 330,000); inhibition, % at 12.5 µM;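 active = mean inhibition across replicates of 60% or more, whatever share of single replicates reaches that level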; also: values of inactives mirror those of a sister screen read the other way
# Shn3 inh set2 = reduces Shn3 3'UTR luciferase signal in osteoblasts; actives 0.52% (n = 360,000); Clone20 osteoblast Shn3 3'UTR firefly luciferase, 24 h; inhibition, % at 12.5 µM;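 active = mean inhibition of at least 75% with every replicate also reaching 75%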;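 also: 0% = median of neutral control wells and 100% = pilot-screen positive control compound; some compounds past the cut are filed as inactive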
# The depositor's hits bear a star; nt = not tested or not shown. Hits appear at their usual frequency, and some 4.4% of all compounds hit somewhere here.
# Each structure is followed by: NR2E3 ag-1	Peg3 promoter	CF NFkB inh	HIF-2a inh	hiPSC survival	TWEAK-Fn14 inh	NR2E3 ag-2	KKLEB cytotox	aDG glyco up	MITF TRPM1 inh	Shn3 inh set2
> CCn1cc(C(=O)N2CCN(C(=O)c3ccco3)CC2)c2cc(OC)c(OC)cc2c1=O
→ -21	5	17	9	-2.5	-16	2	-7	-0.1	1	-13
> O=C(O)c1ccccc1Cc1ccc2c(c1)CCCC2
→ -34	-16	16	-15	-2.7	-7	nt	4	-0.2	8	10
> CCOC(=O)C1C(=O)NC(c2ccccc2)=NC1c1ccc(OC)cc1 (stereo not drawn)
→ 2	2	-7	8	0.4	-6	3	12	-0.1	3	8
> O=C(CNC(=O)c1ccncc1)N/N=C/c1ccccn1
→ 20	-1	7	17	6.4	-8	6	1	1.5	3	-30
> COc1cc(/C=C/C(=O)O)ccc1OCc1cnc(Cl)s1
→ 9	-6	-15	11	1.0	-4	0	4	-0.2	-3	-15
> COC(=O)c1cccc(C(=O)N2CCC(CCC(=O)NCc3ccc(F)cc3)CC2)c1
→ -20	6	15	15	0.0	11	-2	-7	0.1	11	-13
> O=C(CSc1nnc2ccc(-c3ccncc3)nn12)N1CCCCC1
→ -2	-13	-3	5	-0.2	-18	3	11	0.0	-2	-11
> CCOC(=O)c1sc(NC(=O)CSc2nnc(Cc3ccccc3)o2)c(C(=O)OCC)c1C
→ -35	-18	-1	-32	0.3	11	10	6	0.5	-31	55
> Cn1cccc/c1=N\c1cccc[n+]1C
→ -18	22	-9	10	0.7	5	2	5	-0.2	nt	15
> Cn1c2ccccc2c2nnc(SCC(=O)Nc3cccc(C(=O)O)c3)nc21
→ -27	-17	-5	10	0.4	-4	1	4	0.2	nt	2
> CCCCNC(=O)n1c(=O)oc2ccc(Cl)cc21
→ 7	-3	4	3	-3.2	-19	-4	6	0.1	-8	2
> Cc1ccc(S(=O)(=O)NCC(=O)N(CC(=O)NCc2ccccc2)CC2CCCO2)cc1 (stereo not drawn)
→ -6	-55	11	-65	3.2	-10	4	-5	0.2	5	-18
> COCc1nnc(NC(=O)CCc2ccc(OC)cc2)s1
→ -9	4	5	17	-0.1	-5	2	3	-0.1	1	6
> COCC(C)NC(=O)CSc1nc2nn(-c3ccccc3)c(=O)c-2c2n1CCCCC2 (stereo not drawn)
→ -46	10	8	11	0.5	-28	0	-3	0.0	-12	0
> COc1ccc(-c2nnn(CC(=O)N(CCCN3CCOCC3)C(C(=O)NC3CCCC3)c3ccco3)n2)cc1 (stereo not drawn)
→ -13	-6	2	9	0.6	7	2	4	-0.2	-9	2
> O=C(NCc1ccc2c(c1)OCO2)c1cccs1
→ 10	0	-2	9	4.8	-7	3	-3	0.2	10	-4
> CC(NC(=O)CSc1cccc(C(F)(F)F)c1)c1ccccc1 (stereo not drawn)
→ -3	15	-8	15	-1.6	-1	2	8	0.6	6	-2
> Cc1cccc(N(Cc2ccccc2)C(=O)c2ccc(CS(C)(=O)=O)cc2)c1
→ 4	16	17	15	-0.3	-14	3	-22	0.1	4	3
> CCOc1ccccc1NC(=O)[C@@H](NC(=O)c1ccccc1F)C(C)C
→ -34	3	1	10	-0.3	13	2	3	0.0	nt	14
> CCc1ccccc1N(CC)C(=O)c1cn(CC)c(=O)c2cc(OC)c(OC)cc12
→ -7	22	-6	16	2.2	27	0	-29	-0.1	13	12

# Arranged by value in TWEAK-Fn14 inh (lowest first): some entries from above.
mol	NR2E3 ag-1	Peg3 promoter	CF NFkB inh	HIF-2a inh	TWEAK-Fn14 inh	NR2E3 ag-2	aDG glyco up	MITF TRPM1 inh	Shn3 inh set2
CCCCNC(=O)n1c(=O)oc2ccc(Cl)cc21	7	-3	4	3	-19	-4	0.1	-8	2
Cc1cccc(N(Cc2ccccc2)C(=O)c2ccc(CS(C)(=O)=O)cc2)c1	4	16	17	15	-14	3	0.1	4	3
O=C(CNC(=O)c1ccncc1)N/N=C/c1ccccn1	20	-1	7	17	-8	6	1.5	3	-30

# Complete entries as entered above. Order of screens: NR2E3 ag-1, Peg3 promoter, CF NFkB inh, HIF-2a inh, hiPSC survival, TWEAK-Fn14 inh, NR2E3 ag-2, KKLEB cytotox, aDG glyco up, MITF TRPM1 inh, Shn3 inh set2
# Cc1ccc(S(=O)(=O)NCC(=O)N(CC(=O)NCc2ccccc2)CC2CCCO2)cc1 (stereo not drawn) as listed: -6, -55, 11, -65, 3.2, -10, 4, -5, 0.2, 5, -18
# COc1ccc(-c2nnn(CC(=O)N(CCCN3CCOCC3)C(C(=O)NC3CCCC3)c3ccco3)n2)cc1 (stereo not drawn) as listed: -13, -6, 2, 9, 0.6, 7, 2, 4, -0.2, -9, 2
# COc1cc(/C=C/C(=O)O)ccc1OCc1cnc(Cl)s1 as listed: 9, -6, -15, 11, 1.0, -4, 0, 4, -0.2, -3, -15
# CCOC(=O)C1C(=O)NC(c2ccccc2)=NC1c1ccc(OC)cc1 (stereo not drawn) as listed: 2, 2, -7, 8, 0.4, -6, 3, 12, -0.1, 3, 8
# O=C(CNC(=O)c1ccncc1)N/N=C/c1ccccn1 as listed: 20, -1, 7, 17, 6.4, -8, 6, 1, 1.5, 3, -30

# (continued)
# Each structure is followed by: NR2E3 ag-1	Peg3 promoter	CF NFkB inh	HIF-2a inh	hiPSC survival	TWEAK-Fn14 inh	NR2E3 ag-2	KKLEB cytotox	aDG glyco up	MITF TRPM1 inh	Shn3 inh set2
> COc1cc2c(cc1OC)CN(C(=O)CCC(=O)c1ccc(F)cc1)CC2
→ 4	28	18	10	-0.6	3	nt	8	0.1	10	-15
> CCn1c(O)c2ccc(C(=O)N=NC(=O)c3ccccc3)cc2c1O
→ 6	-17	-15	-1	-0.3	-3	3	-7	1.2	-5	-6
> C[C@]12C=CC(=O)C=C1CC[C@@H]1C2[C@@H](O)C[C@@]2(C)C1CC[C@]2(O)C(=O)COC(=O)CCC(=O)O (stereo partly drawn)
→ 13	-6	74*	25	-0.5	-16	-2	2	-0.1	-7	29
> Cc1cc(N2C(=O)C(O)=C(C(=O)c3cccs3)C2c2ccc(F)cc2)no1 (stereo not drawn)
→ -12	10	-1	-2	0.8	-23	2	-1	-0.2	-18	-19
> C=CCn1c(SCC(=O)NC2CCS(=O)(=O)C2)nnc1-c1ccc(Cl)cc1 (stereo not drawn)
→ -25	-4	-10	6	0.2	1	0	-25	0.1	-7	2
> O=C(N/N=C/c1ccoc1)c1ccccc1O
→ -54	28	-25	-37	3.0	-2	1	5	-0.1	3	13
> CC(C)(C)NC(=O)C[C@H]1C[C@H](C(=O)N2CCOCC2)[C@@]2(CCC3CCCC3)c3[nH]c4ccc(Cl)cc4c3CCN2C1=O
→ 12	38	37	-28	-2.7	8	nt	-2	0.2	26	2
> CC(C)(C)OC(=O)N1CCCN(C(=O)Nc2cccc(Cl)c2)CC1
→ 8	6	9	-7	-0.4	-12	0	4	0.0	nt	-19
> CCc1nnc(NS(=O)(=O)c2ccc(N=CC3=C(O)CC(C)(C)CC3=O)cc2)s1
→ -7	-2	8	6	-4.0	12	2	5	0.2	13	1
> Cc1ccc(C(=O)Nc2ccnc(-c3ccncc3)n2)cc1
→ 5	-11	-1	-15	-3.3	-5	-2	4	0.1	-4	-12
> COc1ccc(N(CC(C)C)S(=O)(=O)c2nnc(NC(=O)c3ccco3)s2)cc1
→ -11	18	11	4	-0.4	31	2	-10	0.1	18	13
> C=C(C)c1nc2cc(OC)c(OC)cc2c(=O)o1
→ 17	5	2	20	0.0	-21	3	-4	-0.3	2	-2
> CC(=O)NC(CCS(C)(=O)=O)C(=O)Nc1cccc2ccccc12 (stereo not drawn)
→ -20	12	-11	15	2.2	3	1	-6	0.0	nt	-14
> CC(C)CC1C(=O)N(Cc2cn(CC3CCCCC3)nn2)CCS(=O)(=O)N1Cc1ccc(-c2ccc(Cl)cc2)cc1 (stereo not drawn)
→ -2	43	56*	6	-0.5	-7	nt	-18	3.9	nt	21
> COc1ccc(C=CC(=O)c2c(OC)cc(OC)c(OC)c2O)cc1
→ -38	43	8	3	6.9	68*	nt	-15	0.3	-7	-11
> CCCC1(c2ccccc2)NC(=O)N(CC(=O)Nc2cc(C)ccc2OC)C1=O (stereo not drawn)
→ 4	17	6	14	-0.8	-7	-4	14	0.0	-3	-4
> Cc1cccc(C(=O)NC2CCN(CC(=O)N3CCOCC3)CC2)c1
→ -6	13	-13	9	-3.6	0	1	14	0.2	4	-7
> C/C(CC(=O)Nc1ccc(N(C)C)cc1)=N\NC(=O)c1ccc([N+](=O)[O-])cc1
→ 0	3	-1	7	-0.4	-12	nt	-7	-0.1	0	-11
> Cc1ccc2c(c1)C1CC(C)(O2)N(c2cccc(C(=O)N3CCN(c4ccccn4)CC3)c2)C(=O)N1 (stereo not drawn)
→ -5	14	-16	22	-0.7	-2	-2	-8	0.0	3	18
> CCOC(=O)C(NC(=O)c1ccccc1)(OCc1ccc(F)cc1)C(F)(F)F (stereo not drawn)
→ -5	9	5	18	-2.3	1	5	9	-0.1	9	6
> COc1cc(Cl)ccc1OCc1cc(C(=O)N2CCN(C3CCCCC3)CC2)no1
→ -50	-39	-8	-87	-1.3	5	nt	-9	0.3	nt	7
> O=C(CC1CCCCC1)Nc1ncn[nH]1
→ 9	9	7	11	-3.8	-16	4	-6	0.0	20	-7
> Cc1ccc(-c2nnc(-c3ccccc3Br)o2)cc1
→ -150	-211	5	-120	-0.8	57*	3	-32	0.4	-15	-138
> Cc1cccc(N2CC(C(=O)Nc3nccs3)CC2=O)c1C (stereo not drawn)
→ -18	15	-22	3	0.1	11	6	2	0.0	-3	-15
> O=CN/C=C/c1cccc(O)c1
→ -7	-27	16	-1	-0.7	24	nt	-5	-0.3	-8	3
> CCCCCOc1ccccc1C(=O)NCCCC(=O)O
→ -3	22	-14	11	-0.5	-8	-4	7	-0.1	5	8
> O=c1nc2ccccc2c2n1CC(CN1CCN(c3cccc(Cl)c3)CC1)N2 (stereo not drawn)
→ 14	14	-4	-13	1.6	10	0	2	0.1	5	7
> CC(C)Nc1nc(NC(C)C)nc(Oc2ccc(/C=N/O)cc2)n1
→ 19	22	4	16	4.1	16	-2	-8	0.0	19	9
> CC(C)(C)OC(=O)C[C@@H]1C/C=C\C[C@@H](CC(=O)N(CCO)Cc2ccccc2)C(=O)N[C@H](Cc2c[nH]c3ccccc23)COC1=O
→ 25	-7	-20	20	-2.7	3	nt	14	-0.3	-10	20
> COc1ccc(NC(=O)C2C3C=CC(C3)C2C(=O)NCc2ccco2)c(OC)c1 (stereo not drawn)
→ 14	3	5	15	1.0	23	-3	-1	0.2	1	-2
> O=C(Nc1nn(Cc2ccc(Cl)cc2)cc1Br)c1ccc(COc2ccccc2Cl)o1
→ -25	37	-41	7	0.6	31	2	7	1.5	-10	25

# Screening results from PubChem BioAssay.
